# Bioassay records: PubChem, The Scripps Research Institute Molecular Screening Center
# FBW7 act: FBW7 E3 ligase activators, primary screen, biochemical, AlphaScreen, human | F-box/WD repeat-containing protein 7 (Homo sapiens), Q969H0 | AlphaScreen FBW7–phospho-cyclin E peptide binding, activator screen | normalized activity (activation), % at 26.1 µM | hit rate 0.13% among 650,000 | AID 1259310, 2017; in the data active = normalized activity above about 1.9%;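 also: purified mutant Fbw7 with reduced substrate affinity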
# Target sequence (Q969H0 whole entry, looked up): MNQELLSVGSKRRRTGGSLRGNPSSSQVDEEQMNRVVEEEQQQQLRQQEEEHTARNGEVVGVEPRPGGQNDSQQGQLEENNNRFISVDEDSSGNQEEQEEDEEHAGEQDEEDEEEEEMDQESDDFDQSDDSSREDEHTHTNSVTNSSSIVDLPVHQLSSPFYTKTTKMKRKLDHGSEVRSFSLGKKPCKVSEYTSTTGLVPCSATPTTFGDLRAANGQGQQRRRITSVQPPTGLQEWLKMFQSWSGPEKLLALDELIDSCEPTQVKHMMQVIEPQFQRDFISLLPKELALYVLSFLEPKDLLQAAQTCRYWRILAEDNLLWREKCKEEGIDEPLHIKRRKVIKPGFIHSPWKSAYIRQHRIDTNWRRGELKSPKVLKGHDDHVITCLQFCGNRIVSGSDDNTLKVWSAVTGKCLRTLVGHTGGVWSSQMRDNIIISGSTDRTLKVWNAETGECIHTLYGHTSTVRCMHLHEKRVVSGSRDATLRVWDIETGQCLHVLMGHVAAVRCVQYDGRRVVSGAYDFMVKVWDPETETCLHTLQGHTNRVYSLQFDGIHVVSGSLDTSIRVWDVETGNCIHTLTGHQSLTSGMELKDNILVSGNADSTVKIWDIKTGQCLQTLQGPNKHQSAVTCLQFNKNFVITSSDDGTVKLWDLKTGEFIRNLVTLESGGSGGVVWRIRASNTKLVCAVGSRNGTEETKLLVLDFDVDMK
# MITF primary: MITF inhibitors, primary screen, biochemical, AlphaScreen, human; Microphthalmia-associated transcription factor (Homo sapiens), O75030; AlphaScreen MITF homodimerization, bead proximity signal; inhibition, % at 2.6 µM; hit rate 0.91% among 650,000; AID 1259374, 2018; in the data active = inhibition above about 50%;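 also: 0% = vehicle wells with protein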
# TEAD-YAP block: TEAD-YAP interaction inhibition, primary screen, TEAD-YAP interaction inhibitor project, luminescence, HEK-TIYL cells; TEAD-Gal4/YAP UAS-luciferase luminescence; inhibition, % at 9.12 µM; hit rate 1.4% among 640,000; in the data active = inhibition above about 32%;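 also: 0% = median of test compound wells and 100% = reference inhibitor wells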
# GPR151 ag: activators of human GPR151, primary screen, cell-based, PathHunter beta-arrestin, luminescence. G-protein coupled receptor 151 (Homo sapiens), Q8TDV0. PathHunter beta-arrestin GPR151 cells. activation, % at 11.2 µM. hit rate 1% among 650,000; in the data active = activation above about 4.9%;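 also: 0% = median of compound wells and 100% = cells with positive control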
# Target sequence (Q8TDV0 whole entry, looked up): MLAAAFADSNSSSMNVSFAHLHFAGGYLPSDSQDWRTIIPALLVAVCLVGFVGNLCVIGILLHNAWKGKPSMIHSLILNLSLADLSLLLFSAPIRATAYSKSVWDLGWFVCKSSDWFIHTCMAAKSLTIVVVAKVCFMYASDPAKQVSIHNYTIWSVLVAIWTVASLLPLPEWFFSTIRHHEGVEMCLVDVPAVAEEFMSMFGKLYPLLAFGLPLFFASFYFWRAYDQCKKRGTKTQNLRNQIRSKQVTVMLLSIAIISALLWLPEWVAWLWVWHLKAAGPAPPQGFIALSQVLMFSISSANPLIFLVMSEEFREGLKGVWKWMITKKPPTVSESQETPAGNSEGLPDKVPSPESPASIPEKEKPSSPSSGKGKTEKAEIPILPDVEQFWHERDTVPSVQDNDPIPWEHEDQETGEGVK
# Numbers without * were called inactive; x = not tested or not shown.
# Each structure is followed by: FBW7 act, MITF primary, TEAD-YAP block, GPR151 ag
CC(=O)N1C(=O)/C(=C2\SC(=S)N(C(C(=O)O)C(C)C)C2=O)c2ccccc21 (stereo not given)
 : -0.2, -5, 5, 0.6
O=C(Cn1c(Cc2ccccc2)nc2sc3c(c2c1=O)CCCC3)Nc1cccc(C(F)(F)F)c1
 : 0.4, 11, -3, 0.7
CCOC(=O)c1c(C)[nH]c(C(=O)COC(=O)c2ccc([N+](=O)[O-])s2)c1C
 : 0.1, -5, 5, -0.8
CC/C=C\C/C=C\C/C=C\CCCCCCCC(=O)OCC
 : x, -9, x, -2.0
COC(F)(C(=O)Oc1cc([N+](=O)[O-])cc2cccnc12)C(F)(F)F (stereo not given)
 : -0.8, 95*, 43*, 0.4
CCOC(=O)Cn1c(CCC(=O)O)ccc1-c1ccc(Br)cc1
 : 0.0, 2, 1, 0.2
CCOC(=O)c1ccc(NC(=O)N2CCN(c3cccc(C(F)(F)F)c3)CC2)cc1
 : -0.2, -12, -3, 0.6
CNCCOc1cccc(OC(C)C)c1
 : 0.0, 34, -9, 4.9*
Cc1nc2cc(C(F)(F)F)ccc2n1C1CCN(C(=O)N2CCOCC2)CC1
 : 0.3, 5, 6, 0.6
Cc1cccc(NC(=O)Cn2nnc(-c3ccccc3Cl)n2)c1C
 : 0.2, -4, -17, -0.3
CC(NC(=O)COc1ccccc1C#N)c1ccccc1 (stereo not given)
 : 0.3, -6, 3, -1.0
O=[N+]([O-])c1ccc(N/N=C/c2cc(Cl)cc([N+](=O)[O-])c2O)cc1
 : 0.1, -25, -1, -0.5
CCS(=O)(=O)N1CCCc2ccc(NS(=O)(=O)Cc3ccc(Cl)cc3)cc21
 : 0.1, 20, 0, -0.1
O=C(NC1CCCCCCC1)c1cccn2c(=O)c3ccc(Cl)cc3nc12
 : 0.0, -1, 5, -0.2
COCCn1c(N2CCN(c3cccc(Cl)c3)CC2)nc2c1c(=O)[nH]c(=O)n2C
 : 0.0, 17, 4, -0.5
Cn1ncc(Cl)c1C(=O)Nc1cccnc1
 : 0.0, 8, 7, -0.3
Cc1cc(/C=C(\C#N)C(=O)O)c(C)n1CC1CCCO1 (stereo not given)
 : -0.1, 2, 7, -1.4
O=C(c1ccc(F)cc1)C1CCN(C(=O)Nc2ccccc2Cl)CC1
 : 0.1, 19, -3, 0.2
CN(C)c1cccc2c(C(=O)C(F)(F)F)ccc(N(C)C)c12
 : -0.1, 21, 6, 0.8
Cc1cc(C)c2c(CC(=O)N3CCCC3)coc2c1
 : 0.8, 10, 1, 3.6
CC(=O)N1CCN(Cc2ccc3c(c2)CN(C(=O)Cc2cccs2)CCO3)CC1
 : -0.2, 7, -11, 0.1
COc1ccc(OCc2nc(-c3cccc(C)c3)no2)cc1
 : 1.0, 0, 2, 0.4
C/C(=N\OCC(=O)N/N=C/c1ccccc1O)c1cccs1
 : -0.1, 0, 6, -0.1
OCCN1CCN(Cc2ccc(OCc3ccccc3)cc2)CC1
 : -0.1, 28, 10, 1.2
CCSc1nnc(NC(=O)c2ccccc2C(F)(F)F)s1
 : 0.1, -6, 1, 0.2
Cc1ccc(NC(=O)CSc2ncc(CO)n2CC(=O)NCc2ccc(Cl)cc2)c(C)c1
 : 0.0, -5, 12, 1.2
COc1cc(C)nc(NC(=O)Nc2sc(=S)n(C)c2C)n1
 : -0.4, 16, 2, 1.1
COc1ccc(NC(=O)CSc2n[nH]c(N)n2)cc1Cl
 : -0.1, -2, 2, 1.5
CCOc1ccc(C=Nc2ccc3c(c2)ncn3C)cc1
 : -0.5, 9, -7, 0.3
Cc1cccc(NCN2C(=O)c3cccc([N+](=O)[O-])c3C2=O)c1
 : -0.1, 8, -7, 0.3

# Not a retest: entries from further up.
# Each structure is followed by: FBW7 act, MITF primary, TEAD-YAP block, GPR151 ag
Cn1ncc(Cl)c1C(=O)Nc1cccnc1
 : 0.0, 8, 7, -0.3
Cc1cc(/C=C(\C#N)C(=O)O)c(C)n1CC1CCCO1 (stereo not given)
 : -0.1, 2, 7, -1.4
O=C(c1ccc(F)cc1)C1CCN(C(=O)Nc2ccccc2Cl)CC1
 : 0.1, 19, -3, 0.2
CN(C)c1cccc2c(C(=O)C(F)(F)F)ccc(N(C)C)c12
 : -0.1, 21, 6, 0.8
Cc1cc(C)c2c(CC(=O)N3CCCC3)coc2c1
 : 0.8, 10, 1, 3.6
CC(=O)N1CCN(Cc2ccc3c(c2)CN(C(=O)Cc2cccs2)CCO3)CC1
 : -0.2, 7, -11, 0.1

# (next part)
# Each structure is followed by: FBW7 act, MITF primary, TEAD-YAP block, GPR151 ag
CCOC(=O)c1sc(NC(=O)CSc2nnc(CNC(=O)c3cccs3)n2Cc2ccccc2)c(C(=O)OCC)c1C
 : 0.1, 1, -8, 1.5
COc1cccc(OC)c1C(=O)Nc1ccc(C)c([N+](=O)[O-])c1
 : 0.0, 7, -2, -0.7
CN1Cc2ccccc2CC1C(=O)NCC1Cc2cccc(-c3ncccn3)c2O1 (stereo not given)
 : -0.1, -18, -5, 1.4
O=[N+]([O-])c1ccccc1/C=N/Nc1ccccc1
 : -0.4, 0, -29, -0.5
CCCc1nnc(SCC(=O)N2CCCCC2C)n1CCCOC (stereo not given)
 : -0.3, 0, -2, 0.5
O=C(/C=C/c1ccc([N+](=O)[O-])cc1)Nc1ccccc1
 : 0.1, 6, -2, -7.5
Cc1cccc(NS(=O)(=O)c2ccccc2)n1
 : 0.3, -7, -8, 1.0
Cc1ccccc1NC(=O)Cc1nnc(NC(=O)Nc2ccc(F)cc2)s1
 : -0.1, -11, -4, -0.6
CCCCCSc1nnc2c(n1)OC(c1ccccc1OCC(=O)OCC)Nc1ccccc1-2 (stereo not given)
 : 0.0, 3, -4, 1.7
COc1ccc(CCNC(=O)c2ccc(CO)cc2)cc1
 : 0.1, 10, 6, 0.2
O=C1C(CCCNC(=S)NC2CCCCC2)NC(=S)N1C1CCCCC1 (stereo not given)
 : 0.2, 9, 4, 9.8*
Cc1ccccc1NC(=O)c1ccc(NC(=O)C2CC(=O)OC23CCCCC3)cc1 (stereo not given)
 : -0.4, -5, -3, 2.6
CC(C)CC(=O)NCC(c1ccc2c(c1)OCO2)N1CCOCC1 (stereo not given)
 : 0.2, 1, -2, -0.5
Cc1ccc(C2CC(C(F)(F)F)n3ncc(C(=O)N4CCN(C(c5ccccc5)c5ccccc5)CC4)c3N2)cc1 (stereo not given)
 : 0.2, -2, 16, 0.3
Cc1cnc(-c2c(C)noc2C)nc1NCc1ccccc1
 : 0.2, 1, -9, 3.0
NC(=O)c1c(NC(=O)CN(C(=O)C2CCC2)C2CCCCC2)sc2c1CCCC2
 : -0.2, 1, -1, 0.3
O=c1c(-c2ccccc2)c(C(F)(F)F)oc2c(CN3CCCCC3)c(O)ccc12
 : 0.0, -14, 0, 0.4
CC1(C)Cc2c(sc3nc(SCCOc4ccccc4)n(Cc4ccccc4)c(=O)c23)CO1
 : -0.2, -4, 7, -0.1
CC1CCN(CCCCOc2ccc([N+](=O)[O-])cc2)CC1
 : 0.1, 7, 4, -1.6
CCCC1CCC(C2=N/C(=C/c3ccc(N(C)C)cc3)C(=O)O2)CC1 (stereo not given)
 : 0.1, 3, 10, -0.4
COc1ccc(S(=O)(=O)NNC(=S)NCc2ccc(F)cc2)c(OC)c1
 : 0.0, 3, -1, 1.4
CC(C)(C)C(=O)n1cc(-c2ccncn2)c(-c2ccncc2)n1
 : -0.2, 4, 0, 1.6
CC[C@@H](CO)NC(=O)c1ccccc1Oc1nc(OC)cc(OC)n1
 : 0.3, 9, 1, 1.1
Cc1nn(C)cc1C(=O)N[C@@H](C)Cn1nnc2ccccc21
 : -0.2, 5, -15, -0.1
CCOC(=O)C1=C(C)NC(=S)NC1c1ccc(O)c([N+](=O)[O-])c1 (stereo not given)
 : -0.1, 4, 3, -0.2
O=C(O)CC(C(=O)Nc1ccc(Cl)cc1Cl)C1CCCO1 (stereo not given)
 : 0.1, -9, 6, 2.6
COC(=O)c1c(N2C(N)=C(C#N)C(c3ccc(Cl)cc3)C3=C2CC(C)(C)CC3=O)sc2c1CCCCC2 (stereo not given)
 : 0.0, -6, -11, 0.0
Cn1ncc2c(NNC(=O)C3CCCCC3)ncnc21
 : 0.1, 15, 3, 0.3
C=CCN1CCC(NC(=O)c2cccc(-n3cc(NC(=O)Nc4ccccc4Cl)cn3)c2)CC1
 : -0.2, -1, -21, 0.3
Cc1noc(C)c1C(=O)OCC(=O)c1cc(C)n(CCc2ccc(Cl)cc2)c1C
 : -0.1, -1, 6, -0.5
O=C(c1ccccc1)N1CCN(CC(O)Cn2ccc3ccccc32)CC1 (stereo not given)
 : 0.0, 34, 0, -0.2
Cc1cccc(OCCn2cnc3ccccc3c2=O)c1C
 : 0.1, 4, -9, -0.1
COc1ccc(NC(=O)C(=O)N/N=C(\C)CC(=O)Nc2ccc(N(C)C)cc2)c(OC)c1
 : -0.2, -1, -35, -2.3
CCN1C(=O)C(O)(CC(=O)c2ccc(Cl)s2)c2cc(Br)ccc21 (stereo not given)
 : -0.1, -1, 7, 0.2
COc1ccc(OC(C)C(=O)Nc2ccc(C)c(C)c2)cc1 (stereo not given)
 : 0.4, -18, -10, -1.4
Cc1cccc(Oc2coc3cc(OCc4ccccc4)ccc3c2=O)c1
 : 0.0, 0, -1, -0.8
CC(=O)N1N=C(c2c(-c3ccccc3)c3cc(Cl)ccc3[nH]c2=O)CC1c1cccc(Br)c1 (stereo not given)
 : 0.2, 21, 11, -1.1
CN(C)c1ccc(CN(C(=O)c2ccccc2)C2CCS(=O)(=O)C2)cc1 (stereo not given)
 : 0.1, 4, -15, 0.7
Nc1nnc(SCC(=O)N2N=C(c3ccc(Cl)cc3)CC2c2ccco2)s1 (stereo not given)
 : 0.0, -1, -9, 0.3
CCOc1ccc(/C(O)=C(\C#N)c2nc3ccccc3[nH]2)cc1
 : 0.6, 0, -10, -1.5
CCOC(=O)C1CCCN(c2c(Nc3cccc(C)c3)c(=O)c2=O)C1 (stereo not given)
 : 0.1, 8, 6, 4.1
COCCCn1c(=O)[nH]c2ncc(-c3cccc(N(C)C)c3)nc21
 : -0.1, 4, -2, 2.8
O=C(NCc1ccco1)c1cn(-c2ccc(Cl)cc2)c(=O)c2ccccc12
 : -0.1, 5, 4, -0.2
CCCC(=O)NCc1cc(NC(=O)C2(c3ccc(Cl)cc3)CC2)cc(C(=O)OC)c1
 : -0.1, 1, 3, -0.3
COc1ccc(-c2ccc(NCC(F)(F)F)nc2)cn1
 : 0.2, 5, -46, 0.9
Cc1cccc(CN2CCN(CC(=O)NC3CCCCCCC3)C2=O)c1
 : 0.0, -1, 1, 0.2
CCOC(=O)/C(C#N)=C\c1ccccc1OCC#N
 : 0.8, 12, -1, 2.9
Cc1cc(OCC(O)CN2CCN(Cc3ccc4c(c3)OCO4)CC2)ccc1Cl (stereo not given)
 : 0.5, 11, -9, 0.4
COCCOC(=O)c1ccc(NC(=O)c2cccc(Br)c2)cc1
 : 0.0, -7, -11, -1.6
COc1cc(OC)cc(C(=O)Nc2nc(-c3ccc(F)cc3)cs2)c1
 : 0.0, 11, -1, 0.4
CN1CCN(CC(=O)Nc2c(C(=O)C3CC3)oc3ccccc23)CC1
 : 0.0, -1, -10, 0.6
O=C(N/N=C/c1ccc([N+](=O)[O-])cc1)c1ccc(F)cc1
 : -0.2, -3, -17, -0.9
O=C(N[C@H]1C[C@H]2C(=O)N[C@@H](Cc3ccccc3)C(=O)N2C1)c1cccc(Br)c1
 : 0.0, -3, 2, -1.3
COCCn1nnnc1C(c1ccc(OC)cc1)N1CCN(c2cc(C)ccc2C)CC1 (stereo not given)
 : -0.2, -7, -5, 0.5
COc1cc(C2OCC3C(C)C=C(C)C2C3C)ccc1O (stereo not given)
 : 0.0, 1, -13, -0.3
Cc1cc(NC(=O)c2ccc(C#N)cc2F)ccc1[N+](=O)[O-]
 : 0.4, 3, -27, 0.4
COc1ccc(CNC(=O)COc2ccc3ccccc3c2)cc1
 : 0.1, 11, 11, 0.5
O=C(Cc1cccc(F)c1)NCc1nnc2n1CCN(Cc1cccs1)CC2
 : 0.1, 4, 6, 1.7
CC(=O)Nc1ccc(C(=O)OCc2ccc([N+](=O)[O-])cc2)cc1
 : 0.8, 14, -2, 0.4
Cc1cc(NC2CC2)nc(Nc2ccc(-n3ccnc3)cc2)n1
 : 0.1, -9, -12, 5.3*

# Carrying on.
# Each structure is followed by: FBW7 act, MITF primary, TEAD-YAP block, GPR151 ag
COc1ccc(S(=O)(=O)N(CC(=O)O)c2ccc(C)cc2)cc1
 : 0.0, -8, 4, 2.0
COc1ccc(/C=C/C(=O)OCC(=O)Nc2ccc([N+](=O)[O-])cc2C#N)cc1OC
 : 0.2, 11, -2, 0.0
C=C(C)COc1ccc2c(c1)oc(=O)c1ccccc12
 : 0.0, 12, -53, -0.8
O=S(=O)(Cc1ccccc1Cl)N(Cc1ccsc1)C1CC1
 : 0.5, 2, 5, 2.0
COCCCNC(=O)/C=C/c1ccccc1OC
 : -0.1, 4, -10, -1.4
CCCOC(=O)C1=C(C)NC2=C(C(=O)CC(c3cccs3)C2)C1c1ccc2c(c1)OCO2 (stereo not given)
 : -0.1, 11, 8, -1.5
Cc1cc(C)c2nc(NCCNC(=S)NCCCN(C)C)c(C#N)cc2c1
 : 0.1, -23, -11, 0.2
COc1ccc(OC)c(C(c2c(C)[nH]c3ccccc23)c2c(C)[nH]c3ccccc23)c1
 : -0.1, 9, -6, 0.5
